Salmonella PhoP GFP – inhibitors of PhoP regulon expression, primary screen, Salmonella Typhimurium, GFP reporter (AID 1863) | S. Typhimurium PhoP-regulated promoter GFP reporter, 4 h; higher % means a stronger effect | inhibition, % at 50 µM; hits with a dose series show IC50 in µM | 0.16% of 300,000 active;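 active = inhibition over 29.93%, a cutoff 3 SD above the screen mean, later confirmed by dose response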;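 also: 0% = low Mg2+ inducing control and 100% = high Mg2+ repressing control; strong numbers were not always called active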
T cell modulator – modulates CD8 T cell binding to vesicles. 0.068% of 330,000 active. calls only at 7 µM. 2C CD8+ T cell-vesicle binding, flow cytometry; active compounds read low;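 active = response, share of CD8 T cells binding vesicles, and their 90th percentile fluorescence all below set limits, cut at about 80% in these data, passing the limit was not always enough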
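Read-out – percent CD8+ FL2 mean versus row control · System – murine 2C transgenic CD8+ T lymphocytes · Times – 1.5 h cell–vesicle binding at 37 °C, then 20 min icy labelling · Control set – naked vesicles low, QL9 vesicles with vehicle high · Detection – cytometric PE anti-B7-1 and Alexa647 anti-CD8 signals after 1% paraformaldehyde fixation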
Autophagy mod – autophagy modulation, high-content screen | calls only at 10 µM (by protocol) | MEF GFP-LC3 puncta imaging; test concentration mostly 10 µM | AID 463193 | 0.98% of 190,000 active;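 active = percentage of spot-positive cells more than 3 SD above its plate mean, without a fluorescence outlier flag or 80% toxicity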;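 also: spot-positive cell cutoff set from DMSO-treated cells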
Insulin prom up – MIN6 insulin promoter up-regulation. MIN6 insulin promoter-GFP reporter, high-content imaging; active compounds read high. z-score at 5 µM. 0.3% of 190,000 active. AID 1625;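 active = z-score above 3 at 5 µM with at least 500 cells counted in the well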
CSM14.1 death rescue – protection against thapsigargin-triggered cell killing – 384-well, CSM14.1, ATP luminescence, primary screen (AID 1222); cellular ATP content (survival), % at 20 µM; hits with a dose series show EC50 in µM; 190,000 tested, under 10 active; CSM14.1 thapsigargin-induced death rescue, ATP luminescence; higher % means a stronger effect;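 active = EC50 below 50 µM in the dose-response confirmation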;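 also: death triggered by thapsigargin at about 15 µM added after 2 h compound pretreatment; cell ATP read after overnight thapsigargin exposure of roughly 18 to 22 hours; normalized against plate controls of thapsigargin alone and 5% DMSO vehicle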
Hep lipid drop – modulators of hepatic lipid droplet formation | AML12 mouse hepatocytes, oleate lipid droplets, BODIPY imaging | inhibition, % at 6.5 µM | 0.4% of 240,000 active | AID 1656;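 active = lipid droplet intensity inhibited by at least 50%, with more than 500 cells counted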
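Material – mouse AML12 hepatocyte cell line, fixed after treatment · Compound dosing – one dose, 6.5 µM compound · Times – compound with oleate, overnight · Measured by – Image-based BODIPY and DAPI two-channel analysis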
MT stabilize HCS – microtubule stabilization, imaging screen; AID 2205; HeLa tubulin immunostaining HCS, 24 h; share of cells brighter than vehicle mean+2SD; % tubulin-high responders, % at 10 µM; 0.83% of 200,000 active;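 active = plate Z-score above 3 for both tubulin-high and condensed-nucleus cell shares, with cell loss under 80%, at 10 µM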;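 also: anti alpha tubulin signal scored within the nucleus-defined area of each cell; some results filed as inactive read as strong as hits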
b-catenin transl – alters nuclear translocation of beta-catenin in HeLa cells. immunofluorescence imaging. nuclear translocation activity, % at 5 µM. 0.3% of 190,000 active. AID 1665;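 active = nuclear translocation activity above 50% at 5 µM, with a well cell count of 50 or more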;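 also: per-cell ratio of nuclear to cytoplasmic median beta-catenin stain intensity; plate controls were DMSO negative control for no effect and GSK-3 inhibitor IX positive control for full effect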
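Test system: human HeLa cells, native beta-catenin. Compound dosing: 5 µM primary single dose, 0.1% DMSO, 0.02–20 µM confirmation series. Incubation: compound exposure 24 h at 37°C. Detection: beta-catenin immunostaining with DAPI counterstain, 20x imaging, 6 fields/well. Read-out basis: Nuclear/cytoplasmic beta-catenin signal ratio, % activation.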
Dynein cargo inh – dynein cargo transport inhibition | 3617.4 mouse cells, GR-EGFP nuclear translocation imaging; test concentration mostly 20 µM; stimulated with dexamethasone, 1 µM; active compounds read low | z-score, hits read low | 0.47% of 220,000 active | AID 1381;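 active = plate z-score of nuclear minus cytoplasmic receptor signal below a set negative limit, without overly bright fluorescence or cell loss, cut at about -3.5 in these data, passing the limit was not always enough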;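 also: z-score of nuclear minus cytoplasmic ring GR-EGFP intensity difference per well; some compounds called inactive have numbers as strong as hits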
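Buffer or medium – tet-free medium with charcoal-stripped serum · Signal – automated 10x imaging of fixed Hoechst-stained cells · Also added – dexamethasone agonist, 1.0 µM final, for 30 min · Incubation – induction 48 h, compound 1 h, agonist 30 min · Read-out – GR-EGFP nuclear translocation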
Dynein cargo inh cytoplasmic EGFP – further read-out of Dynein cargo inh, marked with its call; z-score; measured here: cytoplasmic GR-EGFP intensity; active compounds read high
Dynein cargo inh nuclear GR-EGFP – further read-out of Dynein cargo inh, marked with its call; z-score; measured here: nuclear GR-EGFP intensity;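 lower value marks the stronger effect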
Dynein cargo inh cell count – also measured in Dynein cargo inh; calls as there; z-score; measured here: cell count per field
Insulin prom up cell count – also measured in Insulin prom up; calls as there; cell count; measured here: cytotoxicity, nuclei count;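 total cells summed across four imaged fields per well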
Hep lipid drop cells 6.5 µM – recorded beside Hep lipid drop, whose call it bears; cell count; measured here: cell count, cytotoxicity flag;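 cells counted across two imaged fields per well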
b-catenin transl cell count 5 µM – second read-out of b-catenin transl, no call of its own (marks repeat the call); cell count; measured here: cell count, cytotoxicity flag
T cell modulator vesicle-bound % – also measured in T cell modulator; calls as there; double positive events, %; measured here: CD8+ vesicle-bound cell fraction;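 binding gate set so that unloaded-vesicle control wells show 10% double positive cells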
MT stabilize HCS Hoechst-high % – further read-out of MT stabilize HCS, marked with its call; % Hoechst-high responders; measured here: nuclear condensation Hoechst responders;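 share of cells brighter than vehicle mean plus two SD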
MT stabilize HCS cytotoxicity % – also measured in MT stabilize HCS; calls as there; toxicity, %; measured here: cytotoxicity by cell density;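 0% = mean cell density of plate MIN control wells and 100% = no cells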
Autophagy mod cell loss 18 h – second read-out of Autophagy mod, no call of its own (marks repeat the call); toxicity, %; measured here: cell loss, nuclei count;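 cell loss after 18 h compound exposure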
The depositor's hits bear a star; i = inactive; · = no result given. The order is random. Share with any hit: about 3%.

The line under a structure holds: Salmonella PhoP GFP	T cell modulator	T cell modulator vesicle-bound %	Autophagy mod	Autophagy mod cell loss 18 h	Insulin prom up	Insulin prom up cell count	CSM14.1 death rescue	Hep lipid drop	Hep lipid drop cells 6.5 µM	MT stabilize HCS	MT stabilize HCS Hoechst-high %	MT stabilize HCS cytotoxicity %	b-catenin transl	b-catenin transl cell count 5 µM	Dynein cargo inh	Dynein cargo inh cytoplasmic EGFP	Dynein cargo inh nuclear GR-EGFP	Dynein cargo inh cell count
- Cc1cc(=O)cc(C)n1-c1ccc(Cl)cc1
 : 11%	i	38	i	22	0.11	1538	0.0%	1	611	3.3	1.1	5.9	0.2	1447	1	-0.1	1.1	-1.8
- O=C(N/N=C/c1ccc([N+](=O)[O-])o1)c1cn(-c2ccccc2)nc1-c1ccc(F)cc1
 : 8%	i	52	i	40	0.78	1338	0.3%	5	686	6.4	1.6	5.4	1.1	1483	0.55	-0.12	0.65	-0.69
- CC(C)N1C(=O)CCC1C(=O)NCCc1ccccc1 (stereo unspecified)
 : -20%	i	63	i	12	-0.31	1421	-1.9%	·	·	2.8	1.4	3.7	-7.3	1020	-0.0066	-0.31	-0.3	-0.058
- COc1ccc(S(=O)(=O)Nc2nnc(C(C)C)s2)cc1
 : -14%	i	34	i	-4	-0.58	1232	-3.1%	-1	713	2.2	2.6	12	·	·	0.66	-0.21	0.28	-0.27
- C#CCOCCOCCOCCNc1nc(N2CCOCC2)nc(N2CCN(C(=O)[C@H](CCCCN)n3cc([C@@H](N)CO)nn3)CC2)n1
 : 0%	i	34	i	23	-0.23	1393	3.3%	2	738	1.1	1.1	0.8	4.8	1006	1.8	-0.15	1.6	-1.4
- CC(C)c1ccccc1NC(=O)COc1ccc(C(=O)NCCc2ccccc2)cc1
 : -8%	i	25	i	9	-0.12	1455	0.8%	-15	528	4.6	2.4	7.4	2.3	1087	-0.32	-0.25	0.12	-0.78
- CCOC(=O)C1CCCN(C(=O)c2cccc(S(=O)(=O)N3CCOCC3)c2)C1 (stereo unspecified)
 : 4%	i	38	i	-3	·	·	0.9%	4	719	2.4	1.5	5.2	4.5	923	-0.49	-0.3	-0.67	-0.14
- CCCc1nnc(NC(=O)CCC(=O)N2CCN(CCn3c(C)ccc3C)CC2)s1
 : 1%	i	29	i	-6	2	1076	0.3%	·	·	4.8	3.3	2.4	-4.2	923	1.7	-0.21	0.18	-2
- O=C(CN1C(=O)C2C3c4ccccc4C(c4ccccc43)C2C1=O)Nc1ccccc1C(=O)O (stereo unspecified)
 : -6%	i	43	i	0	0.34	1145	-2.0%	-3	742	2.2	2.9	8.9	-3.1	554	-0.064	-0.22	-0.37	0.94
- COc1c(Cl)cc(C(=O)Nc2ccc(Cl)cn2)cc1Cl
 : 0%	i	46	i	0	0.12	868	-1.1%	0	739	1.5	1.8	7.9	·	·	0.68	-0.071	0.85	-0.11
- Cc1ccc(S(=O)(=O)NN=C2CCN(Cc3ccccc3)CC2)cc1
 : 1%	i	43	i	-5	-0.05	1358	-0.9%	-8	673	3.2	3.7	11	-1.5	529	1.4	-0.28	0.33	-0.78
- CCOc1ccc(-n2c(COc3ccc(C)cc3)nnc2SCC(N)=O)cc1
 : 2%	i	42	i	4	·	·	-2.2%	·	·	3.5	1.2	5.9	3.1	1185	3.2	-0.062	1.6	-2
- COCCn1c(SCC(=O)NCc2ccco2)nnc1-c1c[nH]c2ccccc12
 : 6%	i	18	i	8	-0.5	1767	-0.9%	-2	546	5.8	3.8	6.4	-1.0	1138	-0.53	-0.24	-0.3	0.15
- Cc1c(C)n(CC(O)CNCCO)c2ccccc12 (stereo unspecified)
 : -8%	i	61	i	-11	0.9	1100	-0.7%	3	714	0.2	2.4	7.8	-1.1	1053	-0.63	-0.17	0.0035	0.96
- COc1cccc(/C=C/C2=CC(C)(C)NC(=S)N2)c1
 : ·	i	66	i	-4	0.15	1419	-0.6%	-3	738	3.2	3.4	6.4	0.6	1566	-1	-0.16	-0.2	0.81
- O=C(O)c1ccc(-c2nc(-c3ccc(Cl)c(Cl)c3)cs2)cc1
 : 1%	i	66	i	14	-0.34	1122	-0.6%	2	738	1.7	2.1	14	9.4	962	-0.96	-0.22	-0.79	0.84
- CNC(=S)Nc1ccc2[nH]c(=O)[nH]c2c1
 : -7%	i	20	i	-1	0.23	1631	-2.0%	28	594	1.6	1.6	1.8	-4.3	917	0.12	-0.32	0.74	-0.16
- Cc1ccc(NC2=NC(c3ccc(F)cc3)n3c(nc(C)cc3=O)N2)c(C)c1 (stereo unspecified)
 : -8%	i	38	·	·	0.37	1075	·	6	706	·	·	·	-0.8	1427	0.95	-0.032	0.53	-0.45
- CCCC(C)NC(=O)c1sc2nc3n(c(=O)c2c1C)CCC3 (stereo unspecified)
 : -1%	i	52	i	-2	0.77	1532	0.1%	4	694	1.7	2.0	6.9	1.8	852	-0.33	-0.37	-0.16	1.1
- Cc1csc(NC(=O)C2CCCC2)n1
 : 0%	i	18	i	4	1.5	1037	-1.6%	·	·	1.8	2.0	8.6	·	·	-0.76	-0.15	-0.24	0.59
- CN(C(=O)/C(N=Nc1cccc(C(F)(F)F)c1)=C(\O)C(F)(F)F)c1ccccc1
 : 10%	i	13	i	3	-0.25	1885	-0.8%	-3	614	0.9	1.0	6.1	0.0	1070	-0.15	-0.047	-0.58	0.54
- Cc1ccc(Cl)cc1NC(=O)C(=O)N1CCCCC1
 : -6%	i	61	i	-5	-0.18	1646	0.3%	9	541	4.3	2.9	4.9	-0.7	1028	-0.4	-0.13	-0.16	-1.3
- O=C(CSc1nnc(-c2ccccn2)n1Cc1ccccc1)N1CCOCC1
 : 2%	i	31	i	-10	-0.29	1564	0.1%	4	680	3.3	1.8	7.4	0.3	1445	1	-0.36	0.048	-0.41
- O=S1(=O)CC2N=C(N(Cc3ccc(F)cc3Cl)c3ccccc3F)SC2C1 (stereo unspecified)
 : 4%	i	31	i	-1	0.2	1579	1.1%	-1	636	4.5	1.8	8.6	-3.1	1148	0.085	-0.21	0.0044	-0.25
- CNC(=O)c1ccsc1NC(=O)c1sc2ccccc2c1Cl
 : -20%	i	49	i	-6	-1.8	1309	0.9%	12	734	2.8	2.5	12	0.3	594	-0.39	-0.26	0.61	0.21
- COc1cccc(C(=O)N2CCOCC2)c1
 : 2%	i	44	i	8	-1.2	1283	·	12	681	1.9	1.6	4.6	-2.5	1173	0.028	0.18	0.21	-0.05
- O=C(CC1SC(=NCC2CCCO2)NC1=O)Nc1cc([N+](=O)[O-])ccc1Cl (stereo unspecified)
 : 3%	i	61	i	9	-0.11	1315	-0.3%	1	695	3.2	2.1	8.1	-4.2	1016	0.071	-0.18	0.48	0.71
- Cn1c(C(O)c2ccc3c(c2)OCO3)nc2ccccc21 (stereo unspecified)
 : 0%	i	36	i	-5	-0.08	1361	-2.8%	6	718	1.4	2.2	4.1	·	·	0.71	-0.2	0.37	-1.3
- CC(=O)NCCn1c(SCC(=O)c2ccccc2)nc2ccccc2c1=O
 : -1%	i	54	i	0	0.39	1225	-0.8%	·	·	2.7	2.7	8.1	-1.3	866	-1	0.22	-0.15	0.68
- CC1=C(C(N)=O)C(c2ccccc2)n2nc(-c3cccs3)nc2N1 (stereo unspecified)
 : 5%	i	40	i	-7	1.5	885	-0.9%	·	·	4.3	3.0	6.7	·	·	2.3	0.14	1.7	-1.5
- Cc1ccc(NC(=O)CCNS(=O)(=O)c2ccc3c(c2)oc(=O)n3C)c(C)c1
 : -16%	i	16	i	13	-0.17	1330	-1.8%	·	·	5.0	3.7	5.3	0.2	1333	-0.21	-0.2	0.14	0.39

Quoted from the listing.
MT stabilize HCS with O=C(CSc1nnc(-c2ccccn2)n1Cc1ccccc1)N1CCOCC1 = 3.3
b-catenin transl with CCOc1ccc(-n2c(COc3ccc(C)cc3)nnc2SCC(N)=O)cc1 = 3.1

Screens deposited in PubChem BioAssay by several laboratories.
